MITF primary = MITF inhibitors, primary screen, biochemical, AlphaScreen, human; Microphthalmia-associated transcription factor (Homo sapiens), O75030; AlphaScreen MITF homodimerization, bead proximity signal; inhibition, % at 2.6 µM; 650,000 compounds, 0.91% hits; in the data active = inhibition above about 50%;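 note: 0% = vehicle wells with protein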
Target sequence (O75030 whole entry, looked up): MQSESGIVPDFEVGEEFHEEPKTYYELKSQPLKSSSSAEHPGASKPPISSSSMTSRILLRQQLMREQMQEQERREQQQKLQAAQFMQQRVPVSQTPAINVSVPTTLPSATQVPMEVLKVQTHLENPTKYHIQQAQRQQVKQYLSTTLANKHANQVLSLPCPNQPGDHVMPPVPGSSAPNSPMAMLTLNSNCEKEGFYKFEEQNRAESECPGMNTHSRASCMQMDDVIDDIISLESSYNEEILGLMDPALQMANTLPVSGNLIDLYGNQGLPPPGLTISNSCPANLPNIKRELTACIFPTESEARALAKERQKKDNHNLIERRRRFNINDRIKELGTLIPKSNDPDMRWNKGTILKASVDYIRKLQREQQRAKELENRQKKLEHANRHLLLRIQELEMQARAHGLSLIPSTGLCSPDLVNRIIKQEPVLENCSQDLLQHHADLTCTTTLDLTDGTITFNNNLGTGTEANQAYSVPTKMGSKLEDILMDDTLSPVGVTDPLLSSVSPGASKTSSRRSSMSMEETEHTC
GPR151 ag = activators of human GPR151, primary screen, cell-based, PathHunter beta-arrestin, luminescence; activation, % at 11.2 µM; PathHunter beta-arrestin GPR151 cells; G-protein coupled receptor 151 (Homo sapiens), Q8TDV0; AID 1508602, 2020; 650,000 compounds, 1% hits; in the data active = activation above about 4.9%;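 note: 0% = median of compound wells and 100% = cells with positive control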
Target sequence (Q8TDV0 whole entry, looked up): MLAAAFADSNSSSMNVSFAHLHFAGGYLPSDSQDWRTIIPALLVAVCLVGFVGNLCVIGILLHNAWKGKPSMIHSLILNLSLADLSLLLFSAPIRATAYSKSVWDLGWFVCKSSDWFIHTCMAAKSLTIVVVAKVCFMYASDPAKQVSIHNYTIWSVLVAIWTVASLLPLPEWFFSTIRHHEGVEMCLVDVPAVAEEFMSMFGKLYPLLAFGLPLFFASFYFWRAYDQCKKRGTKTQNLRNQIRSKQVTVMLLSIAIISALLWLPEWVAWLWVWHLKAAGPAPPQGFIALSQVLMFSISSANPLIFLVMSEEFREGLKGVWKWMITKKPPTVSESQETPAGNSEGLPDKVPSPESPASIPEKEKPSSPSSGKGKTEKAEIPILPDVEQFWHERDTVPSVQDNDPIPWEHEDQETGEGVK
TEAD-YAP block = TEAD-YAP interaction inhibition, primary screen, TEAD-YAP interaction inhibitor project, luminescence, HEK-TIYL cells; 640,000 compounds, 1.4% hits; inhibition, % at 9.12 µM; TEAD-Gal4/YAP UAS-luciferase luminescence; AID 1259422, 2018; in the data active = inhibition above about 32%;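 note: 0% = median of test compound wells and 100% = reference inhibitor wells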
FBW7 activator = FBW7 E3 ligase activators, primary screen, biochemical, AlphaScreen, human | 650,000 compounds, 0.13% hits | normalized activity (activation), % at 26.1 µM | AID 1259310, 2017 | AlphaScreen FBW7–phospho-cyclin E peptide binding, activator screen; in the data active = normalized activity above about 1.9%;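 note: purified mutant Fbw7 with reduced substrate affinity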
* marks the source's active call; other numbers are inactive results; nt = no result given.

SMILES	MITF primary	GPR151 ag	TEAD-YAP block	FBW7 activator
CCOC(=O)CSc1nnc(-c2ccc(OC)c(OC)c2)n1CC	-1	2.5	2	-0.1
COc1ccc(C2CC(=O)C3=C(C2)NC(=O)CC3c2ccccc2Cl)cc1 (stereo not given)	1	-0.1	-8	0.1
O=C(NC1CCCC1)c1nn2c(c1Cl)NC(c1ccccc1)CC2C(F)(F)F (stereo not given)	-9	0.4	6	0.0
Cc1cccc(C(=O)NCC2Cc3cc(F)cc(-c4cncnc4)c3O2)n1 (stereo not given)	-11	0.6	-1	0.0
COc1ccccc1NC(=O)C1CCCN1S(=O)(=O)c1ccc(Cl)cc1 (stereo not given)	-9	0.1	-5	-0.1
N#CC1=C(N)N(c2ccc(S(N)(=O)=O)cc2)C2=C(C(=O)CCC2)C1c1ccccc1 (stereo not given)	4	-1.2	-6	0.1
COc1ccc(OC[C@@H]2CC3[C@@H](c4ccc(Br)cc4)[C@H](C)CC[C@H]3C(=O)O2)cc1 (stereo not given in full)	9	1.5	nt	-0.1
Cc1cccc(C)c1-n1c(N)c(C(=O)Nc2cccc(Cl)c2)sc1=S	-3	3.5	-14	-0.2
CCCCN(C(=O)CNC(=O)c1ccco1)C(C(=O)NC1CCCCC1)c1cccs1 (stereo not given)	0	0.1	1	-0.1
Cc1nc2cc(-c3nc4ccccc4s3)ccc2n1-c1ccccc1	-13	1.9	59*	-0.1
CCN1CCc2c(sc(NC(C)=O)c2-c2nc3ccccc3s2)C1	10	0.4	69*	0.1
CCCCc1ccc(C(=O)NNC(N)=S)cc1	-7	0.7	-1	-0.1
CC(C)c1cc(CN2CCC(C(=O)O)CC2)cc(C(C)C)c1O	12	0.1	0	0.4
COC(=O)c1sc(NC(=O)c2cccc(Cl)c2)c(C#N)c1C	2	-0.5	7	-0.1
O=C(COC(=O)c1cccc(N2C(=O)C3C4CCC(C4)C3C2=O)c1)c1ccc([N+](=O)[O-])cc1 (stereo not given)	-6	0.3	1	0.1
Cc1ccc(/C=C2\C(=O)NC(=O)N(Cc3ccccc3)C2=O)o1	13	0.4	4	-0.2
CCOc1ccc(C(=S)N2CCCC2)cc1	5	-0.6	1	0.1
COc1ccc(C)cc1NC(=O)c1ccc([N+](=O)[O-])c(Cl)c1	7	-1.8	-12	-0.4
COc1cc(/C=N/NC(=O)CNC(=O)c2cccc(F)c2)cc(Br)c1O	9	0.1	0	0.0
CC1(C)Cc2c(c(N3CCOCC3)nc3snc(NC(=O)c4ccccc4)c23)CO1	-2	0.0	-8	0.0
CCCNC(=O)c1cc(N2CCc3ccccc3C2)nc2ccccc12	11	-2.3	3	0.4
COc1ccc(NC(=O)c2sc3nc4cc5c(cc4cc3c2N)OCCO5)cc1	-4	0.9	-60	0.6
COc1ccc(-n2nc3c(c2NC(=O)Cc2ccc(F)cc2)CS(=O)C3)cc1 (stereo not given)	4	1.4	5	0.2
CCOC(=O)c1ccccc1N/C=C(/C#N)c1nc(-c2cccc(OC)c2)cs1	12	-0.3	-1	0.1
COCCNC(=O)c1ccc2ccccc2n1	-8	1.3	-13	-0.2
COc1ccc2oc(C)c(-c3cnc4ccccn34)c2c1	9	0.0	-33	0.3
CCc1ccccc1N(CC(=O)NC(C)(C)C)C(=O)CCC(=O)Nc1ccccn1	-3	-0.8	6	-0.1
CCCc1cc2c(=O)c(-c3ccc4c(c3)OCCO4)coc2cc1O	-4	0.7	-76	0.0
CC1=C(C(=O)OC(C)C)C(c2ccc(Br)cc2)NC(=O)N1 (stereo not given)	4	-0.5	-4	-0.1
N#CCSc1nc2nccnc2c(=O)n1Cc1ccccc1	-10	1.6	-1	-0.1

15 of these compounds, reformatted.
| compound | MITF primary | GPR151 ag | TEAD-YAP block | FBW7 activator |
| --- | --- | --- | --- | --- |
| Cc1ccc(/C=C2\C(=O)NC(=O)N(Cc3ccccc3)C2=O)o1 | 13 | 0.4 | 4 | -0.2 |
| CCOc1ccc(C(=S)N2CCCC2)cc1 | 5 | -0.6 | 1 | 0.1 |
| COc1ccc(C)cc1NC(=O)c1ccc([N+](=O)[O-])c(Cl)c1 | 7 | -1.8 | -12 | -0.4 |
| COc1cc(/C=N/NC(=O)CNC(=O)c2cccc(F)c2)cc(Br)c1O | 9 | 0.1 | 0 | 0.0 |
| CC1(C)Cc2c(c(N3CCOCC3)nc3snc(NC(=O)c4ccccc4)c23)CO1 | -2 | 0.0 | -8 | 0.0 |
| CCCNC(=O)c1cc(N2CCc3ccccc3C2)nc2ccccc12 | 11 | -2.3 | 3 | 0.4 |
| COc1ccc(NC(=O)c2sc3nc4cc5c(cc4cc3c2N)OCCO5)cc1 | -4 | 0.9 | -60 | 0.6 |
| COc1ccc(-n2nc3c(c2NC(=O)Cc2ccc(F)cc2)CS(=O)C3)cc1 (stereo not given) | 4 | 1.4 | 5 | 0.2 |
| CCOC(=O)c1ccccc1N/C=C(/C#N)c1nc(-c2cccc(OC)c2)cs1 | 12 | -0.3 | -1 | 0.1 |
| COCCNC(=O)c1ccc2ccccc2n1 | -8 | 1.3 | -13 | -0.2 |
| COc1ccc2oc(C)c(-c3cnc4ccccn34)c2c1 | 9 | 0.0 | -33 | 0.3 |
| CCc1ccccc1N(CC(=O)NC(C)(C)C)C(=O)CCC(=O)Nc1ccccn1 | -3 | -0.8 | 6 | -0.1 |
| CCCc1cc2c(=O)c(-c3ccc4c(c3)OCCO4)coc2cc1O | -4 | 0.7 | -76 | 0.0 |
| CC1=C(C(=O)OC(C)C)C(c2ccc(Br)cc2)NC(=O)N1 (stereo not given) | 4 | -0.5 | -4 | -0.1 |
| N#CCSc1nc2nccnc2c(=O)n1Cc1ccccc1 | -10 | 1.6 | -1 | -0.1 |

Additional structures:
SMILES	MITF primary	GPR151 ag	TEAD-YAP block	FBW7 activator
O=C(Nc1cccc(C(F)(F)F)c1)c1scc2c1OCCO2	-3	-0.7	-13	0.1
CC(C)(C)c1ccc(S(=O)(=O)Nc2ccc3oc4c(c3c2)CCCC4)cc1	-4	0.5	1	0.2
Cc1c(NC(=S)NC(=O)c2oc3ccccc3c2C)cccc1-c1nc2cc(Cl)ccc2o1	0	-0.7	10	0.2
O=C(NCc1ccccc1)c1ccc2nc(-c3ccc(N4CCOCC4)nc3)sc2c1	-5	0.6	-24	-0.1
Cc1ccc(-c2nc3ccccc3o2)cc1NC(=S)NC(=O)c1cccs1	5	-0.2	-59	-0.2
COCCn1c(=O)[nH]c2cc(C(=O)NCCCN3CCOCC3)ccc2c1=O	-7	2.7	1	0.0
CC1(C)Cc2ccccc2C(/C=N\O)=N1	21	1.1	0	0.2
CCCCNCc1cc(Cl)c(OC)c(OC)c1	-3	-0.8	3	0.1
CCCCCCNC(=O)c1ccc(CNS(=O)(=O)c2ccc(C)cc2)cc1	-12	0.7	-9	0.7
O=C(O)CN1C(=O)C(=O)/C(=C(\O)c2ccc(Cl)cc2)C1c1cccc([N+](=O)[O-])c1 (stereo not given)	-8	1.0	1	-0.2
COc1ccc(-c2noc(CC(=O)Nc3ccc(C)cc3Cl)n2)cc1	10	2.0	4	0.5
O=C(CCNc1cccc(F)c1)c1ccccc1	17	-1.4	-22	0.1
CCCCCCCCCCC[C@@H](C[C@H]1OC(=O)[C@H]1CCCCCC)OC(=O)[C@@H](CC(C)C)NC=O	-10	0.8	3	-0.1
Cc1c(O)ccc2c(=O)c(Oc3ccc(F)cc3)coc12	-5	-1.4	4	0.0
Cc1ccc(NC(=O)c2cc3n(n2)C(C(F)(F)F)CC(c2ccc(Cl)cc2)N3)cc1C (stereo not given)	3	1.2	2	0.1
CC1=C(C(=O)OCc2ccccc2)C(c2ccc(O)c([N+](=O)[O-])c2)C2=C(CC(c3ccccc3)CC2=O)N1 (stereo not given)	15	0.0	44*	0.0
O=C(NC1CC1)c1cc(CNCc2ccc(Cl)cc2)cc(NC(=O)c2ccccn2)c1	-7	0.2	14	0.3
CC1CCC(NC(=O)c2cc(S(=O)(=O)N3CCc4ccccc43)cn2C)CC1 (stereo not given)	2	0.0	13	0.1
COc1ccc(C2CC(C(F)(F)F)n3ncc(C(=O)NC(C)(C)CC(C)(C)C)c3N2)cc1OC (stereo not given)	-1	0.2	-4	0.2
CCOC1OC2C(CO)OC(n3cnc4c(N)ncnc43)C2O1 (stereo not given)	17	-1.4	-13	0.2
O=C(NCCN1CCN(C(=O)c2cccc([N+](=O)[O-])c2)CC1)C(=O)Nc1ccc(Br)cc1	13	-0.2	11	0.1
Cc1ccc(CNc2oc(-c3ccc([N+](=O)[O-])cc3)nc2C#N)cc1	1	0.5	-4	-0.1
N=C1C(c2nc(-c3ccc(F)cc3)cs2)=C(O)CN1c1ccc(S(N)(=O)=O)cc1	9	-1.3	8	0.3
CN1CCN(c2nc(-c3ccccc3)c(C#N)c(=O)[nH]2)CC1	4	0.0	-3	0.2
COc1ccc(NCCCC(=O)N/N=C/c2cccs2)cc1	11	-0.6	-22	0.0
O=C(O)c1ccc(-c2cccc(Cl)c2Cl)o1	-15	3.7	10	-0.1
O=C(Nc1ccc(-c2ccc(NC(=O)c3ccncc3)cc2)cc1)c1ccncc1	-1	0.8	-1	-0.1
Cc1nc2sc(C#N)c(N)c2c(C)c1CC(=O)c1ccc(Br)cc1	7	0.6	10	0.2
O=C(NC1CCCCC1)N[C@H]1C[C@H]2C(=O)N[C@H](Cc3ccccc3)C(=O)N2C1	20	1.8	0	0.0
O=C(CCc1ccc(S(=O)(=O)NCCc2ccccc2)cc1)NCc1ccccn1	20	-0.5	-4	-0.1
COc1ccc(OC)c(NC(=S)NN2CCN(C)CC2)c1	-10	-0.3	-4	0.1
O=C(COc1ccccc1)Nc1cccc(-c2nnc(-c3ccccc3)o2)c1	-9	-0.7	-12	0.0
CCOC(=O)CCNC(=O)CC1C(=O)NCCN1Cc1c(F)cccc1Cl (stereo not given)	3	0.3	0	0.6
COc1cccc(C2C(C#N)=C(N)Oc3cc4ccccc4cc32)c1 (stereo not given)	11	1.4	43*	-0.1
CCC(=O)N1c2ccc(OC)cc2C2=C(SC(C(=O)OC)=C(C(=O)OC)C23SC(C(=O)OC)=C(C(=O)OC)S3)C1(C)C	1	-0.4	-1	0.0
Cc1ccc(N=C2S/C(=C\c3ccc(-c4ccccc4F)o3)C(=O)N2c2ccc(C)c(C)c2)cc1C	-10	1.0	-10	0.0
O=C(NC1CCN(Cc2ccccc2)CC1)c1ccc2nc(Nc3nccc4ccccc34)sc2c1	1	2.0	-12	0.0
N#Cc1ccc(-c2csc(NC(=O)c3ccccc3[N+](=O)[O-])n2)cc1	9	2.8	2	0.0
CCC(=O)Nc1sc2c(c1C(=O)OC)CCC(C)C2 (stereo not given)	8	-0.9	13	-0.1
CCOC(=O)COc1ccc(/C=N/NC(=O)c2ccc(O)cc2O)cc1OC	-3	-0.9	18	-0.1
O=C(O)c1cc(F)cc(S(=O)(=O)Nc2ccc(F)c(F)c2)c1	19	-0.7	-3	-0.3
CCN1C(=O)c2ccccc2S(=O)(=O)c2ccc(C(=O)N3CCN(C)CC3)cc21	0	-1.0	3	-0.1
CCCCN(C)C(=O)CC(NS(=O)(=O)c1ccc(C)cc1)c1ccco1 (stereo not given)	2	-1.1	-6	0.0
O=c1c2ccccc2cnn1-c1ccc(C(F)(F)F)cc1	-2	1.0	-50	0.1
CC(=O)c1ccc(NC(=O)N2CCCC(N(C)CCc3ccccn3)C2)cc1 (stereo not given)	4	-0.6	-6	0.0
c1ccc(-c2cc(NCCCN3CCOCC3)nc(-c3ccccn3)n2)nc1	117*	-0.9	64*	-0.8
Cc1cccc(C)c1-n1nnnc1SCC(=O)Nc1ccc2c(c1)OCO2	-15	0.8	5	-0.1
CCOC(=O)c1cnc2nc(NCc3cccc(OC)c3)[nH]n2c1=O	8	0.0	4	-0.1
Cc1ccc(C)n1-n1cnc2sc3c(c2c1=O)CCCC3	8	0.2	-3	0.0
Cc1nc2c(-c3ccccc3)c(C)nn2c(C)c1CC(=O)N1CCc2ccccc2C1	-9	1.1	0	0.0

The list continues:
SMILES	MITF primary	GPR151 ag	TEAD-YAP block	FBW7 activator
COc1ccc(S(=O)(=O)Nc2ccccc2F)cc1	1	-0.5	0	-0.2
Cn1ncc2c(N3CCc4ccccc4C3)ncnc21	7	-0.1	-36	0.0
Cc1ccccc1Nc1nc(-c2cccnc2)nc2ccccc12	12	3.8	12	0.0
COc1ccc2nc(/N=C(\N)NC(=O)N3c4ccccc4Sc4ccccc43)nc(C)c2c1	-3	-0.1	-5	-0.1
CC(C)NC(=O)c1ccc(N(C)S(C)(=O)=O)cc1	2	1.9	5	0.1
CC(C)CCn1c(=O)c2c(nc3n2CC(C)CN3c2ccccc2)n(C)c1=O (stereo not given)	4	0.8	-2	-0.1
Cc1ccc(C(=O)OC2OC(=O)C(Cl)=C2Nc2ccccc2)cc1 (stereo not given)	1	1.0	6	-0.2
CCOC(=O)c1c(C)[nH]c(C)c1C(=O)COC(=O)c1cccnc1SC	7	1.9	5	-0.2
COc1ccc(C2C(C#N)=C(N)OC3=C2C(=O)CC(c2ccc(Cl)cc2)C3)cc1 (stereo not given)	2	0.3	15	0.0

Source: PubChem BioAssay (The Scripps Research Institute Molecular Screening Center)
